Screening data from PubChem.
Granule exo inh – blocks lytic granule exocytosis; inhibition, % at 10 µM; TALL-104 LAMP-1 surface exposure, flow cytometry; cells stimulated with thapsigargin and PMA; 360,000 tested, 0.66% active;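 active = inhibition above about 55%, limit read from the data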
ABCB6 inh 2 – human ABCB6 transporter inhibition; Q9NP58; K562-ABCB6 porphyrin accumulation, flow cytometry, 1 h; hits give low values; fluorescence ratio to DMSO, % at 10 µM; 360,000 tested, 0.19% active;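 active = fluorescence ratio to DMSO below 75%, the collection mean minus 3 SD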;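 note: signal is porphyrin accumulated inside mitochondria; 100% equals median channel fluorescence of DMSO control wells; lower ratio means ABCB6 inhibition with less porphyrin fluorescence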
H9c2 protect – protects H9c2 cardiomyocytes from peroxide injury | H2O2 injury protection, ATPLite, 2 h | protection from H2O2 cell death, % at 20 µM | 360,000 tested, 0.63% active;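 active = compounds giving at least 50% protection of heart cells from peroxide-induced death in the single-dose screen, raw or plate-pattern-corrected value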;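 note: 0% = DMSO wells with peroxide and 100% = DMSO wells without peroxide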
MC4R antag cAMP – blocks human MC4R cAMP signaling; P32245; MC4R-expressing cells, MTII-stimulated cAMP, LANCE TR-FRET; inhibition, % at 6.5 µM; 360,000 tested, 0.48% active; AID 540295;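 active = inhibition above its plate's cutoff, the mean of tested wells on that plate plus 3 SD, cut at about 29% in these data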;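 note: 0% = Melanotan II alone and 100% = Melanotan II plus saturating MCL0020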
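Assay system: human MC4R-expressing U2OS cells; reagent: Melanotan II stimulation of cells; dosing: 6.5 µM single dose; timing: compound 30 min, challenge 1 h, detection 1 h; signal: TR-FRET cAMP assay; replicates: one well per compound, no replicates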
aDG glyco act – alpha-DG glycosylation activation | Pro5-aDG cells, alpha-DG glycosylation AlphaScreen (IIH6); 0% Pro5, 100% B10-LARGE cell signal | activation, % at 10 µM | 360,000 tested, 0.22% active | AID 624168;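 active = activation of at least 8% versus controls, or a plate z-score of at least 8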;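 note: Pro5 are CHO cells carrying HIG-tagged alpha-DG that lacks glycosylation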
Glyco luc inh – blocks N-linked glycosylation in D54 reporter cells; reporter increase, % at 12.5 µM; 360,000 tested, 0.23% active; AID 588692; D54 ERlucT glycosylation luciferase reporter, 24 h; percent of 100 nM tunicamycin response;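 active = mean luciferase reporter signal, scaled so untreated is 0 and the glycosylation-blocking control 100, at or above a set limit in every replicate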;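 note: luciferase carries N-glycosylation sites so blocking glycosylation raises the light; 0% = median of neutral control wells and 100% = median of 100 nM tunicamycin wells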
iPSC survival up – enhancers of human iPSC single-cell survival; survival enhancement, % at 20 µM; AID 602274; hiPSC single-cell survival, ATPlite luminescence; 100% = ROCK inhibitor wells, 0% = DMSO; 360,000 tested, 0.044% active; in the data active = survival enhancement above about 18%;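 note: cells exposed to compounds for 16 hours before the ATP read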
HTR2A ag – agonists of mouse serotonin 5-HT2A receptor (HTR2A). P35363. CHO-K1 mHTR2A beta-arrestin complementation, luminescence; percent of 30 µM serotonin response. activation, % at 7.6 µM. 360,000 tested, 0.66% active;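 active = activation above a run cutoff, the mean activation of all tested compounds plus 3 SD, cut at about 14% in these data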;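 note: 0% = plate median of compound wells and 100% = 30 µM serotonin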
ABHD5 PLIN5 PPI – inhibitors of human ABHD5-perilipin-5 interaction. AID 602281. 360,000 tested, 0.78% active. inhibition, % at 4 µM. Split G. princeps luciferase complementation, luminescence, 4 h. Q00G26+Q8WTS1;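 active = inhibition above the mean inhibition across every tested compound plus 3 SD, cut at about 22% in these data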;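 note: 0% = DMSO only wells and the 100% control is not disclosed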
Target sequence (Q00G26 whole entry, looked up): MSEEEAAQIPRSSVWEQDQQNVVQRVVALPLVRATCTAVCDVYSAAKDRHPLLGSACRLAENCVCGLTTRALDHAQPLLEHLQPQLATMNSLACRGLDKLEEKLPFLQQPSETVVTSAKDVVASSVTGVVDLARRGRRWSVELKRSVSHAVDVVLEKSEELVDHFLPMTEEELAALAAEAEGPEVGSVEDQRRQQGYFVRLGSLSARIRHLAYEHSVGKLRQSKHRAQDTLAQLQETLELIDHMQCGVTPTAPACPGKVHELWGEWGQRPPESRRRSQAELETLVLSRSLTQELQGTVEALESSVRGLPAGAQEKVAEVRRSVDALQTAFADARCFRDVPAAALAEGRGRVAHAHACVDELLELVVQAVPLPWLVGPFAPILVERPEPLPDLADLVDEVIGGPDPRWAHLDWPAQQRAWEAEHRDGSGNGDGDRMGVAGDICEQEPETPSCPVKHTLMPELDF
Target sequence (Q8WTS1 whole entry, looked up): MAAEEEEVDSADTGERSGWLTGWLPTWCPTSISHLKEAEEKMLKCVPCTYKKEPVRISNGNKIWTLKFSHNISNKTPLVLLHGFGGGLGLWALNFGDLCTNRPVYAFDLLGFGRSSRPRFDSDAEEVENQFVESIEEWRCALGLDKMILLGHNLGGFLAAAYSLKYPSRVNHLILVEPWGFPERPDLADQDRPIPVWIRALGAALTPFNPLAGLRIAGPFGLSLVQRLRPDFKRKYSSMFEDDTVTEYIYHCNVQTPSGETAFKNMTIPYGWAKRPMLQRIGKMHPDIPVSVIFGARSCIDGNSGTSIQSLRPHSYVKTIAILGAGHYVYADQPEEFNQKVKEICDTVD
MC4R ag barr – agonists of human melanocortin 4 receptor (MC4R) beta-arrestin; activation, % at 8.9 µM; P32245; U2OS MC4R beta-arrestin complementation, luminescence; percent of melanotan II response, DMSO zero; 360,000 tested, 0.98% active;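 active = activation above a per-plate cutoff, the mean activation of sample wells on that plate plus 3 SD, cut at about 8% in these data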
Starred values were filed as active, the others as inactive; x = not tested or not shown.

SMILES	Granule exo inh	ABCB6 inh 2	H9c2 protect	MC4R antag cAMP	aDG glyco act	Glyco luc inh	iPSC survival up	HTR2A ag	ABHD5 PLIN5 PPI	MC4R ag barr
CC(=O)c1ccc(OCC(C)C)c(Cc2c(O)nc(N)[nH]c2=O)c1	-1	101	-1	-10	0.0	0	3.2	1	-3	-0.2
COc1ccc(S(=O)(=O)N(C)CC(=O)NC2CC2)cc1OC	-2	102	-3	5	-0.1	x	0.3	5	1	-2.9
COCCN(C(=O)CCCC(=O)Nc1ccccn1)C(C(=O)NC1CCCCC1)c1ccc(C)cc1 (stereo not drawn)	4	103	4	2	-0.1	-3	0.0	-3	-9	-0.3
O=C(NC1CCCC1)C(c1ccccc1)N(C(=O)c1ccco1)C1CCCC1 (stereo not drawn)	-5	101	0	7	0.2	-4	-2.1	-1	-11	0.9
O=C(c1cnn2c(C(F)(F)F)cc(-c3cccs3)nc12)N1CCN(Cc2ccccc2)CC1	6	100	42	-33	-0.6	0	1.2	12	4	-1.5
Cc1ccc2cc(CN(Cc3ccco3)C(=S)NCC3CCCO3)c(=O)[nH]c2c1C (stereo not drawn)	23	98	-1	14	-0.3	-2	-0.1	1	3	-1.7
COC(C(=O)Nc1cccc([N+](=O)[O-])c1)c1ccccc1 (stereo not drawn)	3	97	-4	15	-0.2	1	-0.4	3	-2	-0.5
CCCCn1c(SCC(=O)N2CCC(C)CC2)nc2ccsc2c1=O	-3	82	1	0	0.4	1	1.8	3	12	3.9
Nc1c(C(=O)Nc2ccccc2)sc2nc(-c3ccco3)ccc12	0	111	29	14	0.0	-4	-4.6	-2	9	-0.9
Cc1ccc(C(=O)OC(C)CN2C(C)CCCC2C)cc1 (stereo not drawn)	-12	99	-1	7	-0.1	1	-0.3	2	5	0.9
Cc1ccc(CNC(=O)Nc2ccc(F)cc2F)n1C	5	102	-3	3	0.0	3	0.7	-3	0	-1.2
COc1ccc(C(=O)NCCc2nnc3ccc(SCC(=O)N4CCOCC4)nn23)cc1	-5	99	1	6	-0.1	2	0.0	1	-1	-2.1
O=C(NC(=S)Nc1ccc2oc(=O)ccc2c1)c1ccccc1F	0	95	8	4	0.0	-1	1.1	-1	-3	8.4*
CC(=O)NNc1ncnc2c1cnn2-c1ccccc1	-3	101	-2	7	-0.1	3	1.3	1	5	2.6
CN(C)P(=O)(Nc1cccc2ccccc12)Nc1cccc2ccccc12	-8	101	-22	-1	1.9	2	-1.8	2	-13	1.7
Cc1cc(C)cc(N(C(=O)c2cccs2)C2C=CS(=O)(=O)C2)c1 (stereo not drawn)	7	101	0	-1	0.0	2	-0.5	2	9	3.4
CC[C@]1(C(=O)OC)[C@H]2C(=O)N(C)C(=O)[C@H]2[C@H]2CN=C(SC)N21	7	104	26	4	0.0	0	0.5	0	-1	-0.2
COc1ccc(C(=O)C2CCCN(C(=O)Cn3cncn3)C2)cc1OC (stereo not drawn)	-1	106	-1	1	-0.2	1	-0.5	-3	-5	-2.7
COc1ccc(C2CC(c3cccs3)=NN2C(=O)CSc2nc(=O)n3ccccc3n2)cc1 (stereo not drawn)	1	93	16	15	0.0	-3	-0.3	-1	1	-1.6
Cc1csc(SC(C)C(=O)NCC2CCCO2)n1 (stereo not drawn)	-22	101	-1	5	0.1	2	1.4	3	-3	2.4
NS(=O)(=O)c1ccc(CCNC(=O)c2ccc(OCC3CCCO3)cc2)cc1 (stereo not drawn)	-6	91	3	6	-0.1	-2	0.1	-3	4	-0.4
Cc1ccc(S(=O)(=O)N2CCN(C(=O)CN3CCCC3)C2)cc1	-1	110	-1	2	-0.1	-3	0.7	-4	2	-0.8
CC(=O)c1ccc(OCCCC(=O)NC2CCC(C)CC2)cc1 (stereo not drawn)	1	91	-1	0	-0.1	2	-0.6	1	4	-1.4
CCS(=O)(=O)N1N=C(c2cccc(NS(C)(=O)=O)c2)CC1c1ccc(C)cc1 (stereo not drawn)	-4	257	5	20	0.3	-2	0.4	-3	4	-2.8
Cc1ccccc1-c1nc(S(=O)(=O)c2ccccc2)c(NCCN2CCOCC2)o1	9	100	0	5	-0.3	1	-2.8	-4	-2	-0.1
CN(C)CCCNC(=O)N1c2ccccc2Sc2ccccc21	-1	98	3	0	0.1	-2	1.5	-7	-10	2.0
Cc1cccc(C(=O)Nc2ccc(NC(=O)Cc3ccc(Cl)cc3)cc2)c1	-2	101	9	-1	0.0	-1	-0.7	1	-1	0.8
CCCSc1nc(=O)n2cc(C)ccc2n1	-1	101	7	7	0.1	-2	-0.3	8	7	2.2
CCCNS(=O)(=O)c1ccc2c(c1)n(C)c(=O)n2C	0	102	7	18	-0.4	2	0.1	3	2	-0.2
CCOC(=O)c1c(NC(C)=O)sc(/C(C)=N/Nc2ccc(C(=O)O)cc2)c1C	-2	99	4	-5	0.0	-1	0.3	5	6	-0.9
CCn1c(SCC(=O)N2CCOCC2)nc2c([nH]c3ccccc32)c1=O	-2	97	2	-10	0.1	7	0.8	-2	-2	0.7
CCOCC(=O)Nc1nc2ccc(OCC)cc2s1	9	100	-13	1	0.3	-6	-2.6	4	0	-0.3
CCC1(C)Cc2c(sc3nc(SCC(=O)c4ccccc4)[nH]c(=O)c23)CO1 (stereo not drawn)	3	100	0	18	-0.1	2	1.3	-2	-4	12*
COc1ccc(S(=O)(=O)Nc2ccc3c(c2)CC(=O)N([C@H](C)CO)C[C@H](C)[C@H](CN(C)C(=O)Nc2ccc4c(c2)OCO4)O3)cc1	-1	100	6	2	0.1	0	-2.5	-3	-7	0.2
CCOC(=O)C(CC)c1cc2n(c(=O)c1C#N)CCC21OCCO1 (stereo not drawn)	2	95	0	x	-0.3	3	0.5	-5	-6	x
O=C1S/C(=C\c2ccc(O)c([N+](=O)[O-])c2)C(=O)N1c1ccccc1Cl	2	91	-23	1	-0.1	-1	-0.3	-4	-16	-2.5
CCCCCNc1c(C(=O)OCC)c(=O)[nH]c2ccccc12	-2	89	-5	-1	0.1	-1	1.8	1	-3	-2.1
Cc1ccc2nc(CCl)[n+]([O-])c(-c3ccccc3)c2c1	-4	93	2	1	-0.2	1	-0.1	0	0	-2.0
O=C(N/C(=C/c1cccnc1)C(=O)N1CCOCC1)c1ccccc1Cl	-8	96	-5	-4	-0.1	0	-0.2	1	0	-2.0
COC(=O)c1cc2ccsc2n1CC(=O)Nc1cc(Cl)ccc1OC	6	108	-13	-4	0.1	14	-1.9	19*	2	-1.8
CCc1cc(=O)oc2c(CNCc3ccc(OC)cc3OC)c(O)c(Cl)cc12	-6	95	-1	12	0.0	1	2.5	4	-3	0.1
CCC1CCCCN1C(=O)c1ccccc1OC1CCN(S(C)(=O)=O)CC1 (stereo not drawn)	3	98	9	-3	-0.1	3	0.1	-4	5	-3.4
Cc1cc(C)n(S(=O)(=O)Cc2ccccc2)n1	9	95	10	9	0.3	3	-1.9	-1	12	0.3
O=C(CCn1nc(-c2ccccc2)c2ccccc2c1=O)NN1CCOCC1	-2	102	-10	11	-0.1	0	-1.3	1	4	-1.0
COc1ccc(N(C(=O)c2ccco2)C(C(=O)NC2CCCC2)c2ccc(C)cc2)c(OC)c1 (stereo not drawn)	22	96	-2	6	0.4	-3	-0.2	-8	-3	-1.0
Cc1ccc(CSc2nnc(-c3cccnc3)o2)cc1	1	97	-1	5	0.0	-1	-0.2	5	1	0.5
COc1cc(/C=C2/NC(=O)NC2=O)cc(Br)c1OCc1ccc(C(=O)O)cc1	-3	101	4	0	1.1	0	9.4	1	-3	-1.2
Cc1[nH]c(C)c2c(=O)n(Cc3ccccc3Cl)ncc12	-8	98	-3	-1	0.2	-3	-0.2	-4	-1	-0.8

Next part, starting with the last two of the part before.
SMILES	Granule exo inh	ABCB6 inh 2	H9c2 protect	MC4R antag cAMP	aDG glyco act	Glyco luc inh	iPSC survival up	HTR2A ag	ABHD5 PLIN5 PPI	MC4R ag barr
COc1cc(/C=C2/NC(=O)NC2=O)cc(Br)c1OCc1ccc(C(=O)O)cc1	-3	101	4	0	1.1	0	9.4	1	-3	-1.2
Cc1[nH]c(C)c2c(=O)n(Cc3ccccc3Cl)ncc12	-8	98	-3	-1	0.2	-3	-0.2	-4	-1	-0.8
CCCCN(C(=O)c1ccc2c(c1)OCCO2)c1c(N)n(CCCC)c(=O)[nH]c1=O	-7	101	8	5	-0.1	-1	-0.3	-3	5	4.5
COc1cc(NC(C)=O)ccc1NC(=O)c1cc2ccccc2o1	-1	97	9	11	0.1	1	-0.2	4	2	-1.8
COc1ccccc1N1CCN(C(=S)NC(=O)/C=C/c2ccccc2)CC1	-10	96	0	-1	0.2	4	0.8	-5	4	0.8
c1ccc(-c2nc3ccccc3[nH]2)cc1	-4	98	-28	4	0.0	-4	-2.2	0	-8	-0.9
Cc1ccc2c(C)c(C(=O)N(Cc3ccncc3)CC3CCCO3)oc2c1C (stereo not drawn)	0	98	-5	1	0.8	-5	0.1	-6	-1	-2.0
O=C(COc1ccc([N+](=O)[O-])cc1)Nc1ccc(C(=O)NCc2cccnc2)cc1	1	101	-7	1	1.1	0	-0.1	-3	4	0.5
CCc1nc2c(OCc3ccc(C(F)(F)F)cc3)cccn2c1N(C)C(=O)CC(C)C	-11	89	-7	7	0.6	4	-3.0	-8	0	-1.6
CC(OC(=O)c1cc2sccc2n1C)C(=O)NCc1ccco1 (stereo not drawn)	-1	95	6	-10	-0.1	-2	0.2	-3	21	0.1
Cn1c(SCC(=O)Nc2ccc3[nH]c(=O)[nH]c3c2)nnc1-c1ccccc1	-1	98	-2	-1	-0.3	2	-0.2	8	-1	-4.8
COc1cc2nc(CC(C)C)n(NC(=O)c3ccccc3Br)c(=O)c2cc1OC	0	96	2	3	0.1	0	0.4	-2	2	-0.9
CCOC(=O)C(=Cc1cc(=O)c(OC)co1)C(=O)OCC	28	98	-26	6	-0.8	-16	6.5	7	24*	4.1
CC[C@H]1OC(=O)[C@H](C)[C@@H](O[C@H]2C[C@@](C)(OC)[C@@H](O)[C@H](C)O2)[C@H](C)[C@@H](O[C@@H]2O[C@H](C)C[C@H](N(C)C)[C@H]2O)[C@](C)(O)C[C@@H](C)CN(C)[C@H](C)[C@@H](O)[C@]1(C)O	1	99	0	10	-0.2	-5	1.5	1	3	0.3
O=c1oc2cc(O)ccc2c2c1CCCC2	5	100	31	11	0.1	4	2.2	-2	-2	-1.3
O=C(NC(=S)Nc1nc(-c2ccccc2)cs1)c1cccs1	6	99	-9	12	0.1	3	2.3	1	1	11*
O=C(NC(=S)NCCN1CCOCC1)c1cccc(Cl)c1	5	88	-2	-3	-0.1	-2	-4.3	-2	-4	1.8
O=C(CSc1nc(-c2ccco2)cc(C(F)(F)F)n1)N1CCN(c2cccc(Cl)c2)CC1	0	100	-12	-1	0.2	-3	0.4	-6	-5	-1.4

Record cards (already shown). Values in the order: Granule exo inh, ABCB6 inh 2, H9c2 protect, MC4R antag cAMP, aDG glyco act, Glyco luc inh, iPSC survival up, HTR2A ag, ABHD5 PLIN5 PPI, MC4R ag barr
`O=C(NC(=S)NCCN1CCOCC1)c1cccc(Cl)c1` is listed with 5, 88, -2, -3, -0.1, -2, -4.3, -2, -4, 1.8
`O=C(NC(=S)Nc1nc(-c2ccccc2)cs1)c1cccs1` is listed with 6, 99, -9, 12, 0.1, 3, 2.3, 1, 1, 11*
